# BLM helicase inh: inhibitors of human Bloom syndrome helicase BLM | hit rate 0.2% among 350,000 | P54132 | recombinant BLM DNA unwinding, fluorescence dequenching | Potency, µM (doses to about 56.1 µM), inactives show at the top dose activity change, negative = inhibition, hits mostly inhibitors | AID 2528;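 further: plate controls were vehicle for no effect and no enzyme for full effect; nearly all actives have a fitted effect of over 35% in size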
# APE1 inh: APE1 (human) endonuclease inhibition | P27695 | recombinant APE1, TAMRA/BHQ-2 abasic DNA cleavage fluorescence | Potency, µM (doses to about 65.8 µM), for inactives: top-dose activity change, negative = inhibition, hits mostly inhibitors | hit rate 0.35% among 350,000 | AID 2517;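 further: plate controls were vehicle for no effect and reference inhibitor for full effect; nearly all actives have a fitted effect of over 55% in size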
#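 APE1 at 0.75 nM final was preincubated with compound 15 min at room temperature, then 50 nM double-stranded THF abasic-site substrate (5'-TAMRA/3'-BHQ-2) was added. Fluorescence (ex 525/em 598 nm) was read kinetically; third-minus-first read gave activity.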
# Anesthetic bind: binds horse apoferritin like a general anesthetic; P02791; Potency, µM (titrated, usually from 77.5 µM), inactives show top-dose activity change, negative = displacement, usual class: inhibitors; hit rate 0.074% among 350,000; apoferritin/1-aminoanthracene competitive binding, fluorescence; further: on the % scale 0 is the no-effect control and ±100 the full control effect; nearly all actives have a fitted effect of over 20% in size
#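 Horse-spleen apoferritin (10 uM) in 50% saturated 1-aminoanthracene in PBS was incubated 10 min at room temperature with compound. Fluorescence (ex 380, em 535 nm) was normalized to free and bound 1-AMA, with concentration-response fitted by a four-parameter Hill equation.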
# BAZ2B inh: BAZ2B (human) inhibition. hit rate 4.4% among 360,000. Q9UIF8. AlphaScreen BAZ2B-H3K14Ac peptide displacement. Potency, µM (doses to about 114 µM), without a hit: at the highest dose activity change, negative = inhibition, actives largely listed as inhibitors; further: on the % scale 0 is the no-effect control and ±100 the full control effect; nearly all actives have a fitted effect of over 60% in size
# Target sequence (Q9UIF8 whole entry, looked up): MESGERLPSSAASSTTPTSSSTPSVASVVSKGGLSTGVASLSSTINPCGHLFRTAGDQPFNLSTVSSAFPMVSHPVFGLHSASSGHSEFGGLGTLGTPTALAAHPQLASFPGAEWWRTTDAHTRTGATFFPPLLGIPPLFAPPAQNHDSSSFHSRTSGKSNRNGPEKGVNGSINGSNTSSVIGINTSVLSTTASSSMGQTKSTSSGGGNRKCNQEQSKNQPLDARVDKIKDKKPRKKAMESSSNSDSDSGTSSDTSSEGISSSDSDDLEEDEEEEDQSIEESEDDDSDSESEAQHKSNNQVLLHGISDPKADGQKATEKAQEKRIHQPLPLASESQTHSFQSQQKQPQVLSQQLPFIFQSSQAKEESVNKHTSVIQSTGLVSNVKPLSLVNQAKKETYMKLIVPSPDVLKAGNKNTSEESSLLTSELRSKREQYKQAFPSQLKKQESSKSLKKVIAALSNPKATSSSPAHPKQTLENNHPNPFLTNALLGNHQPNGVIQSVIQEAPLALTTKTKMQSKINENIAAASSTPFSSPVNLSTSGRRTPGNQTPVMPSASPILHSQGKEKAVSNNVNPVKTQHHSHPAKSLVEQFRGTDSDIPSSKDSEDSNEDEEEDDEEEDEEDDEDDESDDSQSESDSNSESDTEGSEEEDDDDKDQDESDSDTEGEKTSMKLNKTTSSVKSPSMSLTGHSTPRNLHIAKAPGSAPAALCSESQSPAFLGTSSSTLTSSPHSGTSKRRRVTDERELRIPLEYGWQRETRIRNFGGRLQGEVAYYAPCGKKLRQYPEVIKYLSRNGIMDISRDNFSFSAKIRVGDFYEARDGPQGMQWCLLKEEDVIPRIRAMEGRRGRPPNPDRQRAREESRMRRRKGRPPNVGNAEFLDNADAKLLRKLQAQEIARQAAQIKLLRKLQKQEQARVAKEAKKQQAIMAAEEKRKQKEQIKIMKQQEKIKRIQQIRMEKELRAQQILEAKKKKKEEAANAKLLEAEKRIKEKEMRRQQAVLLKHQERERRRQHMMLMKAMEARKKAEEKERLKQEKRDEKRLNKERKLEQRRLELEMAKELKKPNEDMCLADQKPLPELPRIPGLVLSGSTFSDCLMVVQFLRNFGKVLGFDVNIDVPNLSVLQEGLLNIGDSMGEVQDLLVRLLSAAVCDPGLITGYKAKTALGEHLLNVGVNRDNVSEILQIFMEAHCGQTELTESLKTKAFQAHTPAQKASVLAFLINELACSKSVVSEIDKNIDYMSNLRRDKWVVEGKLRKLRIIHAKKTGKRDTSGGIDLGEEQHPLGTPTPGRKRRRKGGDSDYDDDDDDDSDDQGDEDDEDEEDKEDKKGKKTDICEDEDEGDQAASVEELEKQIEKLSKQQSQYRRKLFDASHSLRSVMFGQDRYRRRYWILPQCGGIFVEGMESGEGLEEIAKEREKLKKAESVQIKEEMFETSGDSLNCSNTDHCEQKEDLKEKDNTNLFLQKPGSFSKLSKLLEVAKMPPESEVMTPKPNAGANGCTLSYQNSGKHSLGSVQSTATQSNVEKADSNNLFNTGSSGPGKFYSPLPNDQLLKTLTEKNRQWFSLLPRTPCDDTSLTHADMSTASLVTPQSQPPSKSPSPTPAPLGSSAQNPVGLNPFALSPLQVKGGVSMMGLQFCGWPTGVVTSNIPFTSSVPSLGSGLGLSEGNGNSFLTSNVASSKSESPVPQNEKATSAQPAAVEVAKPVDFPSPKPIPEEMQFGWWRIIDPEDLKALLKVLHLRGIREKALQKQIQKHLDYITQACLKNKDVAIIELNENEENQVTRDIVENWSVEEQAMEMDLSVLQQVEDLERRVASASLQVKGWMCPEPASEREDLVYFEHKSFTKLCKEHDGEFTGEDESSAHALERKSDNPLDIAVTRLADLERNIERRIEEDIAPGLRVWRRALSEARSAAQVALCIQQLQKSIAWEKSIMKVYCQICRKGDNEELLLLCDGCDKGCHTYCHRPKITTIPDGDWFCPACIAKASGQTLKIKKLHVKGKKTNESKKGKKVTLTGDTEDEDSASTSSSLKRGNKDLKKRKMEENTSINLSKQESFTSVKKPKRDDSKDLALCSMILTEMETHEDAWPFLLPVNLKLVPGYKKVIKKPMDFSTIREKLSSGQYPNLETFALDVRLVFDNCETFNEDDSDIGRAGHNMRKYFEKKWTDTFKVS
#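 In this displacement format the biotinylated H3(5-23) peptide acetylated at Lys14 serves as ligand at 50 nM, with BAZ2B at 50 nM in PBS pH 7.4 containing 0.01% Tween-20. Donor and acceptor beads are 10 ug/mL final.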
# POLI inh: blocks human DNA polymerase iota activity. Potency, µM (titrated, usually from 115 µM), for inactives: at the highest dose activity, negative = inhibition, actives largely listed as inhibitors. Q9UNA4. hit rate 1% among 390,000. AID 588590. Pol iota fluorescent replication assay, 10 min
#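 Pol iota at 10 nM preincubated 15 min with compounds at room temperature; reaction started with fluorescent substrate, 50 nM final. Fluorescence read kinetically at 0 and 10 min; buffer-only wells as negative control.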
# POLK inh: blocks human DNA polymerase kappa activity | purified Pol kappa, fluorescent DNA synthesis assay, 10 min | Potency, µM (titrated, usually from 107 µM), without a hit: top-dose activity, negative = inhibition, most hits filed as inhibitors | hit rate 0.53% among 400,000; further: on the % scale 0 is the no-effect control and ±100 the full control effect
#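 10 nM Pol kappa preincubated 15 min at room temperature with compounds, then reaction started with substrate at 50 nM final. Fluorescence read kinetically at 0 and 10 min; buffer-only wells served as negative control.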
# POLB inh: DNA polymerase beta (human) inhibition; P06746; Potency, µM (top dose mostly 114 µM), for inactives: at the highest dose activity change, negative = inhibition, usual class: inhibitors; Pol beta primer extension/strand displacement, fluorescence kinetic; hit rate 1.3% among 340,000; further: on the % scale 0 is the no-effect control and ±100 the full control effect
#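 Pol beta (10 nM) was preincubated with compound for 15 min at room temperature. The reaction was then started with 50 nM substrate and read immediately and after a further 10 min at room temperature.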
# G9a block: inhibitors of human histone lysine methyltransferase G9a | G9a H3K9 monomethylation, AlphaScreen, 2 h | AID 504332 | Potency, µM (titrated, usually from 102 µM), inactives show at the highest dose activity, negative = inhibition, most hits filed as inhibitors | Q96KQ7 | hit rate 8.8% among 350,000; further: on the % scale 0 is the no-effect control and ±100 the full control effect; nearly all actives have a fitted effect of over 75% in size
#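 Using a bead-based AlphaScreen, monomethylated H3K9 product from 2 h room-temperature reactions (G9a 20 nM, peptide 500 nM, SAM 20 uM) was detected with 0.5 ug/mL rabbit anti-H3K9me1 antibody.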
# POLH inh: blocks human DNA polymerase eta activity | Potency, µM (doses to about 114 µM), inactives show top-dose activity change, negative = inhibition, actives largely listed as inhibitors | Q9Y253 | recombinant Pol eta, fluorescent DNA replication assay | AID 588591 | hit rate 1.2% among 390,000; further: on the % scale 0 is the no-effect control and ±100 the full control effect
#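 Pol eta at 10 nM preincubated with compounds 15 min at room temperature; reaction started with fluorescent substrate (50 nM final) and read kinetically at 0 and 10 min.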
# An asterisk follows results filed as active; ? = inconclusive; · = not tested or not shown; & = joins results of further samples; [ ] = dose if it differs, or a comment. The call rests on the fitted dose curve; in most records, active means well fitted curve in the direction sought with a large enough effect; inconclusive means small, poorly fitted or top-dose-only effect, or another doubt; inactive means no such curve, though single readings can be large; an effect the other way counts as inactive or inconclusive. Potency means the concentration at half of the fitted maximal effect. Only part of the results is shown; count on the stated rates, not on these rows.
SMILES,BLM helicase inh,APE1 inh,Anesthetic bind,BAZ2B inh,POLI inh,POLK inh,POLB inh,G9a block,POLH inh
COc1ccc(OC)c(N2C(=O)[C@@H]3C(c4ccccc4Cl)=NO[C@@H]3C2=O)c1,-6%,?,-14%,32µM*,3.5µM*,20µM*,-88%,26%[2.33 µM],1.3µM*
Cc1cccc(C)c1NC(=O)C1=C(O)c2sccc2N(C)S1(=O)=O,-1%,0%,0%,-14%,-28%,-2%,2%,-7%,-15%
COc1cccc(C2=NOC(C(=O)N3CCOCC3)C2)c1 (configuration not stated),0%,-5%,-15%,-13%,-6%,-6%,8%,15%,-2%
O=C(CN1CCN(CC(=O)Nc2ccccc2Cl)CC1)NCC1(N2CCCCC2)CCCCC1,·,-4%,·,10%,-5%,-1%,·,-1%[12.7 µM],-5%
Cc1nn(C)c(C)c1CN(C)S(=O)(=O)c1ccc(F)cc1,1%,-3%,-3%,-2%,-4%,-8%,-14%,15%[59 µM],6%
Cn1nnnc1SCC(=O)N1CCN(c2ccc(Cl)cc2)CC1,-4%,11%,3%,0%,23%,5%,-15%,?,2%
O=C(CCn1nc(-c2ccc(F)cc2)ccc1=O)NCc1ccccc1,0%,17%,-17%,28%,-6%[58.9 µM],-4%,2%,20%,-27%
NC(=O)COC(=O)CNC(=O)c1cc(Cl)cc([N+](=O)[O-])c1,-2%,-3%,-11%,-15%,29%,-7%,-1%,-1%,0%
Cc1cc(SCC(=O)N/N=C/c2ccc(O)c(O)c2)c(C)cc1Br,-10%,-5%,22µM*,?,?,-21%,16µM*,25µM*,-21%
CCOC(=O)/C(C#N)=C/c1ccc(OCC(=O)Nc2ccc(OC)cc2)c(OC)c1,1%,-2%,-8%,-5%,16%,-15%,1%,-42%[12.7 µM],?
CCOC(=O)c1c(NC(=O)COc2cccc(C)c2C)sc2c1CCCCC2,-1%,·,-6%,2%,20%,0%,2%,11µM*,-20%
Cc1ccc(C)n1-c1ccc2c(c1)COC2=O,-2%,-3%,-23%,-24%,·,·,23%,26%[59 µM],·
COc1ccc(S(=O)(=O)n2cccc2)cc1OC,-4%,7%,-7%,1%,5%,2%,21%,·,0%
O=C(CN1CCN(c2ccccc2O)CC1)NC(=O)NCc1ccccc1,·,3%,·,9%,-28%,-14%,·,-1%[12.7 µM],-2%
CCOC(=O)c1ccc2c(c1)nc(C1CCN(S(=O)(=O)c3cccs3)CC1)n2CC,-3%,-5%,0%,-4%,-9%,-10%,-10%,-6%,0%
CCC(N=c1cc(-c2ccc(OC)c(OC)c2)oc2ccc(C)cc12)C(=O)O (configuration not stated),0%,-1%,93%[activator],-5%,?,-6%,-9%,-2%[59 µM],-5%
O=C(C1=C[C@@H](C2CC2)C[C@@H](OCc2ccc(CO)cc2)O1)N1CCN(Cc2ccc3c(c2)OCO3)CC1,-4%,0%,-11%,-16%,-24%,0%,-18%,21%[59 µM],-10%
O=C(c1cccc(S(=O)(=O)N2CCOCC2)c1)N1CCCCCC1,-2%,-3%,0%,6%,-21%,-2%,27%,-18%[12.7 µM],-10%
CC[C@@H]1C(c2ccc(F)cc2)=NN(c2ccccc2)[C@H]1C(=O)N1CCOC1=O,-15%[75.6 µM],2%&-4%,205%[activator][110 µM],·,6%,-3%,·,73%[activator],-22%
O=C(CSc1ncccn1)Nc1ccc2c(c1)CCC2,-2%,-4%,9%,1%,60%,-1%,26%,5%,-20%
CC(C)c1ccc(Nc2ncnc3c2c(-c2ccccc2)cn3-c2ccccc2)cc1,0%,·,-10%,1%,8%,0%[60.1 µM],-9%,-5%[59 µM],-25%
Cn1cc(C(=O)NCc2ccc(Cl)cc2)c(=O)c2cc(S(=O)(=O)N3CCCCCC3)ccc21,-11%,·,?,·,-8%,0%,2%,-25%[59 µM],-21%
COc1ccc(S(=O)(=O)Oc2cccc(C(=S)N3CCOCC3)c2)cc1,-2%,49%,-21%,-27%,17%,1%,6%,-6%,-25%
CC(C)(C)c1ccc(OCC(=O)NNC(=O)Nc2ccccc2)cc1,-11%,18%,-6%,-3%,25%,4%,24%,-6%,-19%
CCC(C)(C(=O)NC1CCCCC1)N(C(=O)Cc1cccs1)c1ccccc1 (configuration not stated),1%,2%,-11%,2%,7%,-20%,31%,21%,-10%
CC(C)c1nc(SCC(=O)N2CCc3ccccc32)n[nH]1,1%,-2%,-10%,12%,113%[activator],-11%,1%,1%,-11%
CC1(c2ccccc2Cl)NC(=O)N(CC(=O)N2CCc3ccccc32)C1=O (configuration not stated),·,-16%,·,·,-10%,-3%,·,·,-11%
Cc1ccccc1NC(=O)c1ccc(F)c(S(=O)(=O)N2CCN(c3ccccn3)CC2)c1,-4%,0%,-6%,-1%[57.1 µM],-10%,-8%,6%,-15%[59 µM],-9%
CC(=O)COc1ccc2c3c(c(=O)oc2c1)CCCC3,3%,-3%,-18%,-3%,8%,-1%,13%,2%,-12%
CC(NC(=O)CSc1nc2ccc(N)cc2s1)c1ccccc1 (configuration not stated),-1%,8%,-11%,-22%,130%[activator],-8%,-9%,9%,-3%
Cn1ccnc1SCC(=O)c1cccc(Br)c1,-2%,2%,?,-36%,-16%,-15%,2%,?,-12%
CS(=O)(=O)N1CCN(c2c(Cl)cccc2[N+](=O)[O-])CC1,1%,0%,-21%,-3%,62%[activator],-8%,23%,-11%,-11%
CC(C)COC(=O)Nc1nnc(Cc2ccccc2)s1,-5%,3%,-13%,-6%,62%[activator],-6%,-37%,-12%,-12%
O=C(NC(C(=O)O)c1ccccc1)c1ccccc1 (configuration not stated),3%,0%,1%,-3%,18%,7%,-1%,?,-11%
Cc1ccc(NC(=O)CN2C(=O)c3ccccc3Sc3ncccc32)c(C)c1,-7%,·,-2%,-23%,-9%,-17%,-1%,-41%[59 µM],0%
C/C(O)=C(/C=NCC(=O)O)C(=O)Nc1nccs1,-4%,-1%,-4%,-19%,-1%,-3%,28%,-2%,-22%
O=C1CN(C(=O)CSc2nc3cc(Cl)ccc3c(=O)n2Cc2ccccc2)c2ccccc2N1,-3%,2%,-12%,-3%,35%[activator],-7%,?,1%,-7%
O=C(CSc1ccccn1)N1CCc2ccccc21,-1%,-4%,?,-31%,36%[activator],5%,3%,?,3%
CCOC(=O)c1ccc(NC(=O)C2Cc3ccccc3CN2S(=O)(=O)c2ccc(Cl)cc2)cc1 (configuration not stated),-12%,·,-5%,2%,5%,1%,9%,8%[59 µM],·
Cn1c(SCc2ccc(F)cc2)nnc1-c1cnccn1,-1%,0%,3%,-2%,-8%,-2%,-2%,23%,7%
Cn1c2ccccc2c2cc(/C=N/NC(=O)c3ccc(N)cc3)ccc21,0%,-3%,252%[activator],-31%,?,?,10µM*,9%,?
NC(=S)N/N=C/c1ccc2cccc(OCc3ccccc3)c2n1,-3%,30%,22%,-26%,?,-7%,1%,?,-2%
C=CCn1c(=O)c2ccccc2n2c(Sc3nnnn3-c3ccccc3)nnc12,0%,-3%,-8%,-26%,5%,-11%,10%,-23%,5%
COc1ccccc1N1CCN(C/C=C/c2ccc(N(C)C)cc2)CC1,2%,0%,-9%,40µM*,·,·,4%,?,·
COc1ccccc1NS(=O)(=O)c1ccc(OC)c(OC)c1,-3%,-2%,4%,1%,9%,9%,3%,30%[12.7 µM],0%
Cc1ccc(C)c(NC(=O)Cn2nc([N+](=O)[O-])c(Br)c2C)c1,-3%,2%,-11%,8%,11%,5%,1%,12%[59 µM],6%
CCOc1ccc2nc(NC(=O)CN3CCC(n4nnc5cc(C(F)(F)F)ccc54)CC3)sc2c1,-8%,0%,-9%,-36%,21%,-8%,18%,11%[59 µM],-17%
CCCn1c(SCC(=O)Nc2ccc(C)c(S(=O)(=O)N3CCOCC3)c2)n[nH]c1=O,2%,4%,5%,1%,-7%,-2%,-20%[57.1 µM],?,-16%
Cc1cc(Nc2ccc(F)cc2C)n2nc(C)nc2n1,-2%,-2%,2%,13%,-2%,-1%,12%,-16%,6%
O=C(/C(=C/c1ccccc1)c1ccccc1)N1CCCCC1,-7%,15%,-11%,-6%,-1%,-1%,7%,2%[0.0925 µM],-5%
C=CCn1c(SCC(=O)NC2(C)CCS(=O)(=O)C2)nc2ccccc21 (configuration not stated),·,0%,·,·,-8%,-6%,·,·,-6%
CCN(C(=O)C(=O)c1c[nH]c2ccccc12)c1ccccc1,-6%,26%,-14%,3%,6%,-14%,39%,11%[59 µM],1%
COC(=O)CN1C(=O)C(C)(C)c2cc(S(=O)(=O)Nc3ccc(C(C)C)cc3)ccc21,-6%,·,-3%,-6%,31%[activator],-9%[60.1 µM],-1%,-3%[59 µM],-23%
COc1ccccc1NC(=S)N(Cc1cccnc1)Cc1ccccc1Cl,-5%,-7%,-9%,-28%,-5%,5%,1%,-10%[59 µM],-20%
CC(NO)C(C)(C)NO (configuration not stated),-4%,-1%,1%,-28%,13%,-9%,3%,?,-25%
CC(=O)C1=C(S(=O)(=O)c2ccc(C)cc2)CS(=O)(=O)C1,-2%,2%,?,?,?,0%,-30%,1.3µM*,-11%
Cc1cccc(C(=O)N2CCCC(Nc3ccc(F)c(F)c3)C2)n1 (configuration not stated),-1%,47%,-18%,-19%,4%,3%,1%,18%,-18%
COc1cccc(C(=O)Nc2cc(C)c3c(=O)oc4ccccc4c3n2)c1,-3%,-6%,-8%,4%,18%,-20%,22%,21%[12.7 µM],-17%

# Some of the entries so far, field by field:
CCCn1c(SCC(=O)Nc2ccc(C)c(S(=O)(=O)N3CCOCC3)c2)n[nH]c1=O
  BLM helicase inh: 2%	APE1 inh: 4%	Anesthetic bind: 5%	BAZ2B inh: 1%	POLI inh: -7%	POLK inh: -2%	POLB inh: -20%[57.1 µM]	G9a block: ?	POLH inh: -16%

Cc1cc(Nc2ccc(F)cc2C)n2nc(C)nc2n1
  BLM helicase inh: -2%	APE1 inh: -2%	Anesthetic bind: 2%	BAZ2B inh: 13%	POLI inh: -2%	POLK inh: -1%	POLB inh: 12%	G9a block: -16%	POLH inh: 6%

O=C(/C(=C/c1ccccc1)c1ccccc1)N1CCCCC1
  BLM helicase inh: -7%	APE1 inh: 15%	Anesthetic bind: -11%	BAZ2B inh: -6%	POLI inh: -1%	POLK inh: -1%	POLB inh: 7%	G9a block: 2%[0.0925 µM]	POLH inh: -5%
